# Screening results (PubChem)
# TPT1 inh: inhibitors of Candida albicans tRNA 2'-phosphotransferase TPT1; recombinant caTPT1, FP RNA substrate dephosphorylation; inhibition, % at 5 µM; hit rate 0.81% among 300,000;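 active means inhibition above the mean of all tested compounds plus 3 SD, set per screening campaign, cut at about 24% in these data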;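 further: plate controls were DMSO alone for no effect and ferristatin control at 100 nM for full effect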
# PREPL inh: human PREPL enzyme inhibition. inhibition, % at 5.96 µM. hit rate 0.68% among 320,000. recombinant PREPL, fluorescence polarization activity-based probe; in the data active means inhibition above about 43%;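 further: 0% = enzyme with DMSO and 100% = wells lacking enzyme; many of its hits are not listed in these tables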
# Target sequence (Q4J6C6 whole entry, looked up): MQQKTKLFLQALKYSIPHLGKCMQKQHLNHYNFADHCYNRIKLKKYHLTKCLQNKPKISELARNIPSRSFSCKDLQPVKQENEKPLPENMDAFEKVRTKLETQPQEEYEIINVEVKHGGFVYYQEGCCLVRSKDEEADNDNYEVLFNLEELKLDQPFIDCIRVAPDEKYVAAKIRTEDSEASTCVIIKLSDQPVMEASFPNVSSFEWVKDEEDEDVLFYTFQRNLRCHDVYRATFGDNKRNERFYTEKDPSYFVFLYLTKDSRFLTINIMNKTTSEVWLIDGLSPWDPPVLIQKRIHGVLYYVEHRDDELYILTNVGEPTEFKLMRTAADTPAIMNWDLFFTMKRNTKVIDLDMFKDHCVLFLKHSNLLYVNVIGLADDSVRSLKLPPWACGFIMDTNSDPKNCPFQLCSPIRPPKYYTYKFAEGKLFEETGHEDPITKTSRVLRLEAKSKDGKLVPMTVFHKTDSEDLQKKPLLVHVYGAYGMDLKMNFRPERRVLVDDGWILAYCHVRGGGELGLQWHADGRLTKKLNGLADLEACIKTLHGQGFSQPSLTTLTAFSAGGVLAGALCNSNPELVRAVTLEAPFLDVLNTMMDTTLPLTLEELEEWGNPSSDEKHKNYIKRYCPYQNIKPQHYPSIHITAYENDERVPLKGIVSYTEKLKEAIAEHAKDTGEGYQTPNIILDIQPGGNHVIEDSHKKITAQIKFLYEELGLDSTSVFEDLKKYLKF
# PP1 counter: counter-screen for PP5 inhibitors: inhibitors of human PP1-alpha; hit rate 0.9% among 320,000; purified PP1alpha, OMFP fluorescence; inhibition, % at 6.7 µM;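 active means inhibition above the mean inhibition of all tested compounds plus 3 SD, computed separately for each screening campaign, cut at about 15% in these data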
# LYPLA2 counter: counter-screen for PME1 inhibitors: inhibitors of human LYPLA2; recombinant LYPLA2, FP-Rh probe fluorescence polarization; inhibition, % at 5.9 µM; hit rate 0.38% among 320,000; AID 2177;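 active means inhibition above the screen-wide mean plus 3 SD, limit set per campaign, cut at about 26% in these data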;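 further: 0% = LYPLA2 with DMSO and 100% = wells lacking LYPLA2 enzyme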
# Target sequence (O95372 whole entry, looked up): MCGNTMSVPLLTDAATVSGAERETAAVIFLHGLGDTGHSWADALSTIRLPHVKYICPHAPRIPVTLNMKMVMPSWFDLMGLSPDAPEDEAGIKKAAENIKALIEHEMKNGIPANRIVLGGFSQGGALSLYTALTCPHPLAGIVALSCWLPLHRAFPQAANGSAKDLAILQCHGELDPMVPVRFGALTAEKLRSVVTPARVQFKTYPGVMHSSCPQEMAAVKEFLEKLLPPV
# core dimer inh: HCV core protein dimerization inhibition; inhibition, % at 5 µM; AID 1899; TR-FRET GST/Flag-core106 dimerization, 1536-well; hit rate 0.33% among 300,000;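 active means inhibition above the mean of all tested compounds plus 3 SD, set per screening campaign, cut at about 45% in these data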
#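 test system = GST/Flag-tagged HCV core106 proteins | probe or stimulus = Eu donor and XL665 acceptor anti-tag antibodies | times = compound-protein-antibody incubation 4 h at 22.5 °C | signal = TR-FRET, excitation 340 nm, emission 617 and 671 nm | measure = percent inhibition of core106 dimerization signal | controls = wells lacking GST-core106 and wells with excess unlabelled core106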
# CTSL1 counter: counter-screen for PFM18AAP inhibitors: inhibitors of F. hepatica cathepsin L1. recombinant F. hepatica cathepsin L1, Z-Leu-Arg-MCA fluorescence. inhibition, % at 5.96 µM. hit rate 0.49% among 300,000;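 active means inhibition above the mean of all tested compounds plus 3 SD, set per screening campaign, cut at about 17% in these data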;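 further: 0% = plate median of test compound wells and 100% = 1 µM Z-Phe-Ala-diazomethylketone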
# PP5 inh: PP5 (human) phosphatase inhibition; inhibition, % at 6.7 µM; hit rate 0.18% among 320,000; P53041; AID 1987; purified PP5c, OMFP substrate fluorescence;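 active means inhibition above the campaign's mean inhibition across all tested compounds plus 3 SD, cut at about 9.5% in these data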;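 further: 0% = DMSO only and 100% = 100 µM cantharidin control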
# GASC-1 inh: human JMJD2C demethylase inhibition | Q9H3R0 | GST-JMJD2C(1-420) H3K9me3 demethylation, DELFIA europium | inhibition, % at 2.35 µM | hit rate 0.069% among 330,000 | AID 2099;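 active means more than half of a compound's replicate wells show inhibition beyond 50%, single wells judged on their own value; inconclusive means some, but no more than half, of replicates pass 50% inhibition; inactive means no replicate passes 50% inhibition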;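 further: signal counts dimethyl H3K9 product captured on neutravidin plate; 0% = median of DMSO wells and 100% = 0.3 times that DMSO median; strong numbers were not always called active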
# Efflux pump inh: antifungal efflux pump inhibition, Nile Red retention | AID 485275 | inhibition, % at 10 µM | hit rate 0.44% among 330,000 | S. cerevisiae Candida pump triplex;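 active means plate passing quality check with inhibition over a set limit, or well fluorescence over plate mean plus 4 SD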;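 further: Nile Red retained in pooled yeast measured as flow cytometry median fluorescence; 0% = buffer negative control and 100% = Enniatin B positive control; higher means more Nile Red kept so more efflux inhibition; some compounds called inactive have numbers as strong as hits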
# Starred values were filed as active, the others as inactive; ? = inconclusive; nt = no result given. These rows are one share of the data; the hit share may differ from the screen's.
SMILES,TPT1 inh,PREPL inh,PP1 counter,LYPLA2 counter,core dimer inh,CTSL1 counter,PP5 inh,GASC-1 inh,Efflux pump inh
CC(C)CC(/C(O)=C(\C#N)c1nc2ccccc2[nH]1)N1C(=O)c2ccccc2C1=O (stereo not given),4,6,2,-3,7,5,5.3,-2,0.2
CC12CCC(=O)N1C(C(=O)Nc1cccc(S(=O)(=O)N3CCCCC3)c1)CS2 (stereo not given),4,2,-5,3,0,-4,0.3,7,-0.1
O=C(COC(=O)CCc1ccccc1)Nc1ccc(F)cc1Cl,-3,-18,3,3,-5,-4,2.2,0,0.3
COc1ccc(CCN(Cc2ccccn2)C(=S)Nc2cccc(SC)c2)cc1OC,3,-7,-7,-2,0,-2,0.3,0,0.2
CN(C)/C=C(/C(=O)c1ccc(Cl)cc1)S(=O)(=O)c1ccc(Cl)cc1,-1,2,-2,-1,1,0,-0.3,1,-0.1
Cc1ccccc1Oc1ncnc2oc(-c3ccccc3)cc12,18,-52,-1,0,2,-5,0.4,9,0.2
CC1CCCN(c2ccc(C(=O)NCc3ccc4c(c3)OCO4)cc2[N+](=O)[O-])C1 (stereo not given),-1,9,2,-9,2,1,3.9,4,-0.3
CC1CCc2c(sc3nc4n(c(=O)c23)CCS4)C1 (stereo not given),-4,23,1,8,3,5,-1.8,-18,-0.1
COc1cc(/C=C/C(=O)OCC(=O)NC2CCS(=O)(=O)C2)ccc1O (stereo not given),-2,8,1,-4,-8,-6,1.8,-5,-0.2
CCCCc1nnc(NC(=O)c2nc3nccc(C)n3n2)s1,-3,0,-1,5,2,11,-1.9,-16,-0.2
CCCOc1cccc(C(=O)N/N=C/c2ccoc2)c1,1,3,-1,-4,1,0,2.9,7,-0.1
COc1ccccc1-n1c(CNC(=O)c2ccco2)nnc1SCC(=O)Nc1ccc(F)cc1,-6,11,-2,1,1,5,1.4,1,-0.1
Cc1cc(C)c(NC(=O)COC(=O)C2=COCCO2)c(Cl)c1,-1,8,3,-3,-1,-11,0.4,-2,0.1
Cc1ccc(NC(=O)c2ccc([N+](=O)[O-])cc2)cc1S(=O)(=O)N(C)C,1,11,0,-4,20,3,3.9,-42,0.0
COc1ccc(/C=C/c2c([N+](=O)[O-])c(=O)n(C)c(=O)n2C)cc1OC,2,2,-5,-1,1,3,1.1,2,0.0
O=C(C/C=N/OCc1c(Cl)cccc1Cl)c1ccc(Cl)cc1,0,-13,5,-4,-2,-3,0.7,0,0.0
CN(C)CCNC(=O)C1CCCNC1=O (stereo not given),-1,8,5,-6,-7,-3,0.5,3,0.1
COc1ccc(-c2cc(C)no2)cc1S(=O)(=O)NCCc1ccco1,1,6,2,-1,0,-8,1.8,-9,0.1
CC(C)OCC(O)CS(=O)Cc1ccccc1 (stereo not given),0,2,-1,3,1,-3,0.0,0,-0.1
COc1ccc(-c2cc3nc(C4CCN(C(=O)OC(C)(C)C)CC4)c(C(=O)O)cn3n2)cc1,-1,5,2,-7,13,7,2.6,5,-0.2
CC(C)(C)OC(=O)COc1cc(O)c2c(=O)cc(-c3ccccc3)oc2c1,-3,-5,3,-1,1,0,5.4,14,-0.1
COc1ccccc1-c1cc(C(F)(F)F)nc(NCc2cccs2)n1,-3,-4,5,-4,3,-1,2.9,-1,-0.1
Cc1cccc(NC(=O)NCC2CCN(c3ccc(S(=O)(=O)N4CCOCC4)cc3)CC2)c1,0,18,1,3,13,7,0.7,6,-0.1
COc1ccc(C(=O)Nc2cc(C(=O)O)cc(C(=O)O)c2)cc1Cl,3,1,0,3,0,-1,0.9,-44,0.0
O=c1c2cc(F)ccc2[nH]c(=S)n1Cc1ccc(F)cc1,1,2,1,-3,-2,1,4.6,7,0.1

# (cont.)
SMILES,TPT1 inh,PREPL inh,PP1 counter,LYPLA2 counter,core dimer inh,CTSL1 counter,PP5 inh,GASC-1 inh,Efflux pump inh
COc1ccc(-c2[nH]nc3c2C(c2ccoc2)C(C#N)=C(N)O3)cc1 (stereo not given),-1,11,0,0,-3,0,3.5,nt,0.0
C=CCn1cnc2c(nnn2-c2ccc(C)c(Cl)c2)c1=O,0,21,0,0,14,-1,1.6,-1,0.1
CN(C)c1ccc(C(=O)NCCCSc2ccccc2)cc1,1,6,-5,1,2,0,3.6,83,0.3
O=C1NCCCN1Cc1ccc(Cl)cc1,-1,10,-1,3,-5,7,-1.8,-31,-0.1
COc1ccc(/C=N\Nc2ccc([N+](=O)[O-])cc2[N+](=O)[O-])c(C(=O)O)c1OC,-4,17,-4,1,-6,11,-1.9,-10,-0.1
COC(=O)CCn1nnc(-c2ccc(C)cc2)n1,0,2,-6,-2,-6,-1,0.2,-2,0.1
CC(C)CCNC(=O)c1cc2c(=O)n3ccccc3nc2s1,0,-3,0,-3,2,4,-0.5,30,0.2
CCN(CC)C(=O)Cn1cc(S(=O)(=O)CC(=O)NCc2ccccc2)c2ccccc21,0,12,-1,0,-20,1,0.0,nt,-0.4
CC(=O)OCc1c(C(F)(F)F)nn(C)c1Oc1ccccc1,1,-8,0,0,-1,1,3.1,-3,0.1
Cc1c(Cl)c(-c2n[nH]c(=S)n2Cc2ccco2)nn1C,-2,3,-2,-1,-4,-5,0.1,2,0.0
O=C(Cn1nnc(-c2ccccc2)n1)N/N=C/c1ccc(-c2ccc(Cl)cc2)o1,6,-1,1,-1,4,3,-2.0,-8,0.3
CCN1CCN(c2nc(Nc3cccc(F)c3)nc(N)c2[N+](=O)[O-])CC1,0,-101,-1,0,-3,-1,0.4,1,0.0
N/C(=N\c1nc2c(c(=O)[nH]1)CCC2)Nc1cccc2ccccc12,3,17,6,-7,3,3,2.0,14,0.0
O=S(=O)(Nc1cccnc1)c1ccc(Cl)cc1,0,2,-7,0,-1,1,-1.4,-2,0.0
O=C(NCCOc1ccccc1)C(=O)c1c[nH]c2ccccc12,6,-3,-1,-9,0,-1,1.1,4,0.0
COc1cccc(NC(=S)N(CCCN2CCOCC2)C(C)c2cc3ccccc3o2)c1 (stereo not given),0,2,6,-5,3,1,0.6,1,0.3
CCCCOC1(c2ccccc2)OC(=O)c2ccccc21 (stereo not given),0,-5,0,2,3,-15,0.8,-1,-0.2
O=C1CNCc2[nH]c3ccccc3c2N1c1ccccc1,2,8,6,5,-3,4,2.2,-2,0.1
CCOC(=O)C1CCCN(C(=O)Cn2sc3nc(C)cc(C)c3c2=O)C1 (stereo not given),3,13,1,4,1,-3,2.5,-5,-0.1
COCCN1C(=O)c2oc3ccccc3c(=O)c2C1c1ccc(C(=O)OC)cc1 (stereo not given),-1,-3,-3,-3,-4,-5,0.0,2,-0.3
Cc1cc(C)cc(NC(=S)N(CCN(C)C)Cc2cccs2)c1,-4,-12,-2,1,-4,0,0.1,17,-0.1
COc1cc(C(c2nnnn2C2CCCC2)N2CCN(C(=O)c3ccco3)CC2)cc(OC)c1OC (stereo not given),-3,2,-1,14,-3,1,-0.9,-10,-0.1
O=[N+]([O-])c1ccc(NC2CCCC2)cc1,0,-16,3,-2,1,1,3.1,6,0.3
Fc1ccc(-n2nnnc2-c2cnc(-c3cccs3)nc2C(F)(F)F)cc1,6,7,4,-2,17,7,4.0,-3,0.4
Cc1ccc(CNc2nc(-c3cccnc3)nc3ccccc23)cc1,5,-2,2,-14,5,0,3.1,10,0.1

# Part of the list above in another layout:
# Below each compound – TPT1 inh, PREPL inh, PP1 counter, LYPLA2 counter, core dimer inh, CTSL1 counter, PP5 inh, GASC-1 inh, Efflux pump inh
COCCN1C(=O)c2oc3ccccc3c(=O)c2C1c1ccc(C(=O)OC)cc1 (stereo not given)
 : -1, -3, -3, -3, -4, -5, 0.0, 2, -0.3
Cc1cc(C)cc(NC(=S)N(CCN(C)C)Cc2cccs2)c1
 : -4, -12, -2, 1, -4, 0, 0.1, 17, -0.1

# Continued.
SMILES,TPT1 inh,PREPL inh,PP1 counter,LYPLA2 counter,core dimer inh,CTSL1 counter,PP5 inh,GASC-1 inh,Efflux pump inh
COc1cc(C2NC(=O)NC(C)=C2C(=O)OC2CCC(C)CC2)ccc1O (stereo not given),-1,5,0,-2,-3,6,2.3,-1,0.1
CCOCCCNC(=O)c1cc(C)nn1-c1ccccc1,2,-4,-4,-1,-2,-2,2.8,6,-0.2
CCOC(=O)c1ccc(Oc2ccc(C(F)(F)F)cn2)cc1,0,11,-5,-7,1,-3,2.1,-2,0.1
Cc1cc(=O)oc2cc(OCC(=O)N3CCN(c4ccc(F)cc4)CC3)c(Cl)cc12,-4,-2,-3,4,2,1,0.1,?,-0.2
C[C@@H](C(=O)OCC(=O)NCCc1ccc(S(N)(=O)=O)cc1)N1C(=O)C2CCCCC2C1=O (stereo not given in full),-2,29,2,2,-4,0,-2.8,-15,0.0
N#CCCN(C(=O)COC(=O)c1ccc(S(=O)(=O)N2CCCC2)cc1)c1cccc(Cl)c1,nt,11,-1,7,nt,nt,3.3,10,-0.2
C/C(=N\NC(=O)c1nnn(-c2nonc2N)c1C)c1ccc(OCc2ccccc2)cc1,1,15,-5,5,-15,2,3.3,9,0.2
CCOC(=O)C1CCN(S(=O)(=O)Cc2ccccc2)C1=O (stereo not given),-1,6,-4,6,-4,-6,0.4,-14,-0.2
CCC(NC(=O)c1cc(COc2ccc(C)nc2)on1)c1ccc(C)cc1 (stereo not given),3,-7,-3,-1,-1,0,3.8,10,0.3
CCCN(CCC)C1Sc2ccc(C(=O)OC)cc2NC1=O (stereo not given),3,2,1,5,1,-1,-1.2,-16,-0.1
CCOc1cc(/C=N\Nc2nc(-c3ccc(C)cc3)c(NC(C)=O)s2)ccc1O,1,28,-3,-4,2,2,-0.4,-7,0.0
O=C(NCc1ccc(Cl)cc1)C(=O)NCC(c1cccnc1)N1CCN(c2ccc(F)cc2)CC1 (stereo not given),4,10,-1,-4,7,1,0.3,nt,0.2
CCOC(=O)CSc1nc(-c2ccccc2)ns1,3,-2,-1,2,1,-1,0.2,5,0.1
CS(=O)(=O)c1ccc2nc(NC(=O)CCN3C(=O)c4ccccc4C3=O)sc2c1,-2,-3,-4,4,-1,3,-0.7,-3,0.1
COc1ccc(CN(CCN2CCOCC2)C(=O)c2c(F)cccc2F)cc1OC,-2,-7,-1,8,-7,-1,3.0,-11,0.2
C=CCc1cc(/C=C2/NC(=O)NC2=O)cc(OCC)c1O,1,8,1,6,-14,1,1.3,-3,-0.1
CN(C)C(=O)c1ccc(NC(=O)c2cccc(S(=O)(=O)N3CCCc4ccccc43)c2)cc1,-1,-7,0,0,4,0,1.8,2,-0.1
CCCn1c(Oc2ccccc2)nc2c1c(=O)n(C)c(=O)n2C,1,3,3,4,9,-2,-0.7,8,0.1
COC(=O)N/N=C/c1ccc(Oc2ccccc2)cc1,2,8,5,0,-2,-1,-1.0,16,0.1
COc1ccc(CCN2C(=NC(=O)C(C)C)SC3CS(=O)(=O)CC32)cc1OC (stereo not given),-3,9,-4,-2,-3,-2,-1.8,10,-0.1
CC(=O)c1c(C)n([O-])c2cc(F)c(F)cc2[n+]1=O,0,1,0,6,1,-4,0.7,-1,0.0
N#Cc1c(-c2ccccc2)ccnc1Oc1ccccc1,-4,12,1,4,-2,2,4.1,3,-0.3
Cc1c(N(C)S(=O)(=O)c2ccc(Cl)c(C(=O)N3CCC(C(N)=O)CC3)c2)c(=O)n(-c2ccccc2)n1C,0,0,-3,1,-3,-4,0.7,-4,-0.1
CC(c1ccccc1)C(CC(=O)O)C(=O)Nc1ccc(Cl)c(Cl)c1 (stereo not given),2,4,3,-4,0,5,-1.3,-12,0.1
